# Screening results from PubChem BioAssay.
# PAD4 inh – blocks human protein arginine deiminase 4; Q9UM07; recombinant PAD4, RCA probe fluorescence polarization; inhibition, % at 6.36 µM; hit rate 0.41% among 330,000;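 active = percent inhibition above a cutoff equal to the mean of all tested compounds plus 3 SD, cut at about 15% in these data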;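 also: 0% = PAD4 with RCA probe and DMSO and 100% = probe without PAD4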
# GSTO1 counter – GSTO1 inhibition, counter-screen for RBBP9 inhibitors; P78417; recombinant GSTO1, activity-based probe fluorescence polarization; inhibition, % at 5.96 µM; hit rate 1.1% among 300,000;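 active = inhibition above the campaign mean inhibition plus 3 SD, cut at about 35% in these data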;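 also: 0% = GSTO1-1 with DMSO and 100% = wells lacking GSTO1-1 enzyme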
# Target sequence (P78417 whole entry, looked up): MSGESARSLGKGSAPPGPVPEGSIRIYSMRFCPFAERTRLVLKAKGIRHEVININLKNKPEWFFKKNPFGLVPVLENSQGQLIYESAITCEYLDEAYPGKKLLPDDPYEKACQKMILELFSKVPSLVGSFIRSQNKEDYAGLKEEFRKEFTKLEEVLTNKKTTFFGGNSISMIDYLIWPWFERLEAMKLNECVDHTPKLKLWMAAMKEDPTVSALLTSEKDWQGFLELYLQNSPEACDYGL
# PAFAH1B3 inh – PAFAH1B3 (human) inhibition; recombinant PAFAH1B3, FP-rhodamine probe, fluorescence polarization; hit rate 0.28% among 340,000; inhibition, % at 3.39 µM; Q15102;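 active = inhibition above the screen-wide average of all tested compounds plus 3 SD, cut at about 25% in these data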;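 also: 0% = enzyme with DMSO only and 100% = wells lacking PAFAH1B3 protein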
# LYPLA1 inh – blocks human lysophospholipase 1, a PME1 counter-screen | hit rate 0.16% among 320,000 | inhibition, % at 5.9 µM | recombinant LYPLA1, FP-Rh probe fluorescence polarization | O75608 | AID 2174;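 active = inhibition above the mean of all tested compounds plus 3 SD, set per campaign, cut at about 14% in these data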;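 also: inhibitors block serine hydrolase probe labeling of LYPLA1 so polarization falls; 0% = enzyme with DMSO and 100% = wells lacking LYPLA1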
# LYPLA2 counter – blocks human lysophospholipase 2, a PME1 counter-screen. O95372. recombinant LYPLA2, FP-Rh probe fluorescence polarization. inhibition, % at 5.9 µM. hit rate 0.38% among 320,000;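 active = inhibition above the screen-wide mean plus 3 SD, limit set per campaign, cut at about 26% in these data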;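 also: 0% = LYPLA2 with DMSO and 100% = wells lacking LYPLA2 enzyme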
# PREPL inhibitor – inhibits the human prolyl oligopeptidase-like enzyme; Q4J6C6; recombinant PREPL, fluorescence polarization activity-based probe; inhibition, % at 5.96 µM; hit rate 0.68% among 320,000; AID 2751; in the data active = inhibition above about 43%;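 also: 0% = enzyme with DMSO and 100% = wells lacking enzyme; many of its hits are not listed in these tables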
# pPAFAH inh – pPAFAH (human) enzyme inhibition | inhibition, % at 3.39 µM | Q13093 | hit rate 1.5% among 330,000 | recombinant pPAFAH, FP-rhodamine probe fluorescence polarization;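 active = inhibition above the mean inhibition across the screen plus 3 SD, cut at about 25% in these data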;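 also: inhibitors block binding of the rhodamine activity-based probe so polarization drops; 0% = enzyme with DMSO and 100% = wells lacking pPAFAH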
# PME-1 primary – blocks human protein phosphatase methylesterase 1 | inhibition, % at 5.9 µM | AID 2130 | hit rate 0.53% among 320,000 | Q9Y570 | recombinant PME-1, FP-Rh probe fluorescence polarization;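 active = inhibition above the campaign mean of all compounds plus 3 SD, cut at about 26% in these data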;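 also: competitive labeling of PME-1 active site by serine hydrolase directed probe; 0% = PME-1 with DMSO and 100% = wells lacking PME-1 enzyme; inhibitors block probe labeling so polarization falls and inhibition rises; many of its hits are not listed in these tables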
# Target sequence (Q9Y570 whole entry, looked up): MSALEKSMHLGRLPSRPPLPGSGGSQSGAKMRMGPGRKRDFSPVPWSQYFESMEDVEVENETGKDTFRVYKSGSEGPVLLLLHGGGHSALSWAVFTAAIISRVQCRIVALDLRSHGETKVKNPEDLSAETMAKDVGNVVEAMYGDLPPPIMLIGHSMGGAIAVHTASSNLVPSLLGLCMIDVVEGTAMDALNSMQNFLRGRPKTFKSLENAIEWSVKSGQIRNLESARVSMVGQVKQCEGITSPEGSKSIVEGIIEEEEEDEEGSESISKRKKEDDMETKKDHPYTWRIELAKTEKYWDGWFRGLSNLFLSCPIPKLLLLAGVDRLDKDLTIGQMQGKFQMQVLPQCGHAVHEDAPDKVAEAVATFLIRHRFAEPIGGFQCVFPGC
# PAFAH1B2 FP inh – PAFAH1B2 (human) inhibition | P68402 | recombinant PAFAH1B2, FP-rhodamine activity probe, fluorescence polarization | inhibition, % at 3.39 µM | hit rate 1.2% among 340,000 | AID 492953;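 active = inhibition above the mean of all tested compounds plus 3 SD, cut at about 24% in these data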;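 also: 0% = enzyme with DMSO and 100% = wells lacking PAFAH1B2; many of its hits are not listed in these tables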
# Target sequence (P68402 whole entry, looked up): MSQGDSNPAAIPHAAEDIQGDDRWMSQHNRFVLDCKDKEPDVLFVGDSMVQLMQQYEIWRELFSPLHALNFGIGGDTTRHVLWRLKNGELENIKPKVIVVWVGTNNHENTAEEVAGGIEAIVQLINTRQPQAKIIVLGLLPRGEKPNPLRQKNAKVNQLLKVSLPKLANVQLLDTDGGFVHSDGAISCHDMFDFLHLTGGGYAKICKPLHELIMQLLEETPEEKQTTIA
# * = called active by the depositor; x = no result given; & = joins results of further samples.
cpd	Molecule	PAD4 inh	GSTO1 counter	PAFAH1B3 inh	LYPLA1 inh	LYPLA2 counter	PREPL inhibitor	pPAFAH inh	PME-1 primary	PAFAH1B2 FP inh
1	CCOC(=O)c1cnc2c(C)cccc2c1NCCCN1CCOCC1	0	0	8	0	-1	2	5	1	5
2	O=c1[nH]nc(-c2ccc(F)cc2)cc1Cc1ccccc1	0	-4	-3	-5	0	-83	4	0	0
3	CSc1ccc(CN(C)CCc2ccccn2)cc1	-5	6	4	-1	3	3	-7	0	1
4	CCCOc1ccc(C2C(C(=O)c3cc4ccccc4o3)=C(O)C(=O)N2c2cc(C)on2)cc1 (stereo unspecified)	-5	-32	-2	-5	4	8	16	7	4
5	CCCCCc1ccc(OCCCC[n+]2ccc(C)cc2)c(CCCCC)c1	-2	-5	5	-5	2	23	1	0	5
6	O=C(NCC(=O)N(Cc1ccccc1)C(C(=O)NC1CCCC1)c1ccncc1)c1ccco1 (stereo unspecified)	4	11	2	0	7	11	5	-9	2
7	COc1ccc(-n2nc(C(=O)NCC(=O)N3CCN(c4ccccn4)CC3)c3ccccc3c2=O)cc1	-1	2	6	3	11	11	6	-3	4
8	Cc1cc(C(=O)N(CCC#N)Cc2cccs2)no1	2	-7	3	1	6	-5	1	-6	-2
9	CCOc1ccc(/C=C(\C#N)C(=O)Nc2cccnc2)cc1	1	-4	10	-1	1	-1	3	9	5
10	CCCCc1ccc(NC(=O)CSc2nc(=O)n(CCN(CC)CC)c3c2CCC3)cc1	2	-27	1	-2	4	-10	9	-1	5
11	CCOc1ccc(S(=O)(=O)N(CC(=O)NCc2cccnc2)c2ccc(F)cc2)cc1	3	-2	-3	1	5	-8	0	0	4
12	Cc1onc(-c2ccc(Cl)cc2)c1-c1ccnn1S(=O)(=O)c1cccc(C(F)(F)F)c1	-5	4	x	-2	-5	10	-4	-6	x
13	O=S(=O)(Nc1ccc(N2CCCCC2)cc1)c1ccc(F)c(F)c1	-2	9	8	2	3	5	19	1	5
14	COCCOC(=O)C1=C(C)NC(=O)N(C(C)=O)C1c1ccc(Cl)cc1 (stereo unspecified)	4	2	0	-2	4	5	1	-1	-1
15	CCCOc1ccc(C(=O)CCC(=O)OCC(=O)Nc2ccc(OCC)cc2)cc1	0	9	x	2	4	0	11	-9	x
16	CCn1nc(C)c(NC(=O)c2cnn3c(C(F)F)cc(-c4ccccc4)nc23)c1C	-1	4	7	-3	1	3	-1	-9	0
17	CN(C)c1ccc(N=Cc2cccn2C)cc1	25*	83*	17	0	4	37	19	4	6
18	CN(C)C(=N)c1n[nH]nc1SCc1ccccc1	-1	5	7	-2	-3	-3	0	1	2
19	COc1cc(NC(=O)CSc2ccc(-c3cccnc3)nn2)cc(OC)c1	-3	2	9	-1	0	-16	6	-3	1
20	C[C@]12CC[C@@H]3c4ccc(O)cc4C(=O)C[C@H]3[C@@H]1CC[C@@H]2O	-11	-2	9	-3	0	-2	-7	1	6
21	CC(C)c1ccc(C2CC(=O)N3CN(Cc4ccco4)CSC3=C2C#N)cc1 (stereo unspecified)	-7	-2	2	-2	-4	5	23	3	23
22	CCOC(=O)C1CCN(c2ncnc3c(C)csc23)CC1	-5	-2	5	1	-6	17	-2	-1	3
23	CCOC(=O)/C(=N\Nc1ccc(Br)cc1)N1CC(C)OC(C)C1 (stereo unspecified)	3	4	-4	-2	1	6	1	2	5
24	COc1ccc(S(=O)(=O)N2CCN(Cc3ccccc3)CC2)c(C)c1	-1	1	4	1	6	-5	0	-1	1
25	COc1ccc(C2N(c3cccc(Cl)c3)C(=O)C3CCCN32)cc1 (stereo unspecified)	2	6	-2	2	2	-2	4	-8	2

# Next section, overlapping the part above by 2 compounds.
cpd	Molecule	PAD4 inh	GSTO1 counter	PAFAH1B3 inh	LYPLA1 inh	LYPLA2 counter	PREPL inhibitor	pPAFAH inh	PME-1 primary	PAFAH1B2 FP inh
24	COc1ccc(S(=O)(=O)N2CCN(Cc3ccccc3)CC2)c(C)c1	-1	1	4	1	6	-5	0	-1	1
25	COc1ccc(C2N(c3cccc(Cl)c3)C(=O)C3CCCN32)cc1 (stereo unspecified)	2	6	-2	2	2	-2	4	-8	2
26	CC(C)(C)c1nc(Sc2ccc([N+](=O)[O-])cn2)n[nH]1	1	7	3	1	1	1	-1	2	5
27	CCOc1cc(N2CCOCC2)c(OCC)cc1NC(=O)c1nn(CC)c(=O)c2ccccc12	0	x	3	4	4	25	0	3	0
28	O=C(c1nc2ccc(Cl)cn2c1CN1CCCC(CO)C1)N1CCc2ccccc2C1 (stereo unspecified)	-3	-3	-5	-2	0	21	0	0	1
29	CN(C(=O)c1ccc(OC2CCN(CCc3ccccc3)CC2)cc1)C1CCOCC1	-8	4	-4	4	11	-7	4	-3	-1
30	CC1(c2ccccc2)NC(=O)N(CC(=O)N2CC(=O)Nc3ccccc32)C1=O (stereo unspecified)	-1	x	16	x	x	7	3	x	9
31	Cc1ccc(C(=O)Nc2c(-c3cccs3)c(=O)c3ccccc3n2C)cc1	-3	-2	12	1	3	10	12	-1	-3
32	CC(C)Cn1c(CN2CCN(C(=O)c3ccco3)CC2)nc2c1c(=O)n(C)c(=O)n2C	-2	-6	7	0	2	-4	9	2	4
33	Cc1cc(Cl)ccc1OC(C)C(=O)Nc1ccc([N+](=O)[O-])cn1 (stereo unspecified)	2	8	4	1	4	13	8	7	6
34	COc1ccc(N(C(=O)COc2ccc(F)cc2)S(=O)(=O)c2ccc(C)cc2)cc1	1	4	9	2	-2	-5	8	-11	13
35	CCOc1ccc(S(=O)(=O)N2CCC(C(=O)NCC3CCCO3)CC2)cc1 (stereo unspecified)	-6	-3	-1	-2	-2	-1	2	-2	-5
36	CCc1ccc(NC(=O)CSc2nc3cc(C(=O)OC)ccc3c(=O)n2CC2CCCO2)cc1 (stereo unspecified)	0	7	6	0	-3	6	2	-1	4
37	COc1cccc(OC)c1C(=O)OCC(=O)Nc1cccnc1Cl	-3	-7	7	-4	-3	0	0	4	-3
38	CCCCOc1ccc(-c2nc(SCC(N)=O)n[nH]2)cc1	-1	-2	4	2	-1	-10	6	4	-2
39	COc1cc(NC(=O)N2c3ccccc3Sc3ccccc32)c(C(=O)O)cc1OC	-6	2	7	0	1	12	4	11	3
40	COc1ccc(CCNC(=O)CCc2nnc(Cc3ccc4c(c3)OCO4)o2)cc1	-1	10	1	3	5	7	-1	4	2
41	O=C(N[C@@H](Cc1c[nH]c2ccccc12)C(=O)O)c1ccccc1Cl	-3	7	8	5	10	0	8	1	6
42	COc1cccc(OC)c1C(=O)Nc1ccccc1Sc1ccccc1	-2	6	x	-5	-6	8	9	-2	x
43	CSc1cccc(N2CC(C(=O)N(CC(C)C)c3c(N)n(Cc4ccccc4)c(=O)[nH]c3=O)CC2=O)c1 (stereo unspecified)	-3	0	9	4	5	-9	4	-5	5
44	O=C(CNC(=O)c1ccc2ccccc2c1)NCc1ccccc1F	-3	0	12	-2	3	-8	2	3	3
45	CCN1C(=O)C(Cc2nc3ccccc3c(=O)n2-c2ccccc2)c2ccccc21 (stereo unspecified)	5	7	4	0	8	3	2	2	3
46	CC(C)C[C@H](NC(=O)c1nc[nH]c1C(=O)NCC(=O)OCc1ccccc1)C(=O)OCc1ccccc1	3	-3	-8	-18	-26	-7	5	-1	-4
47	COc1ccc(-n2cnnc2SC(C)C(=O)Nc2cccc([N+](=O)[O-])c2)cc1 (stereo unspecified)	-4	2	3	-3	1	7	6	0	4
48	O=C(O)Cc1csc(-c2cccc(Oc3ccccc3)c2)n1	-2&-3	8&3	4&8	4&-3	7&0	16&-2	3&5	-10&4	19&21
49	Cc1ccc(NC(=O)CSc2nnc(C)c(=O)n2N)cc1	-1	16	4	0	3	-3	4	8	3
50	CC(C)c1[nH]nc2c1C(c1cccc(OC(=O)N3CCOCC3)c1)C(C#N)=C(N)O2 (stereo unspecified)	-5	-6	-4	-5	-7	1	1	-5	-1

# Single records, as listed above. Order of screens: PAD4 inh | GSTO1 counter | PAFAH1B3 inh | LYPLA1 inh | LYPLA2 counter | PREPL inhibitor | pPAFAH inh | PME-1 primary | PAFAH1B2 FP inh
# `CCN1C(=O)C(Cc2nc3ccccc3c(=O)n2-c2ccccc2)c2ccccc21` (stereo unspecified) as listed: 5 | 7 | 4 | 0 | 8 | 3 | 2 | 2 | 3
# `O=C(c1nc2ccc(Cl)cn2c1CN1CCCC(CO)C1)N1CCc2ccccc2C1` (stereo unspecified) as listed: -3 | -3 | -5 | -2 | 0 | 21 | 0 | 0 | 1
# `CCc1ccc(NC(=O)CSc2nc3cc(C(=O)OC)ccc3c(=O)n2CC2CCCO2)cc1` (stereo unspecified) as listed: 0 | 7 | 6 | 0 | -3 | 6 | 2 | -1 | 4
# `Cc1cc(Cl)ccc1OC(C)C(=O)Nc1ccc([N+](=O)[O-])cn1` (stereo unspecified) as listed: 2 | 8 | 4 | 1 | 4 | 13 | 8 | 7 | 6
# `Cc1ccc(NC(=O)CSc2nnc(C)c(=O)n2N)cc1` as listed: -1 | 16 | 4 | 0 | 3 | -3 | 4 | 8 | 3

# (listing goes on)
cpd	Molecule	PAD4 inh	GSTO1 counter	PAFAH1B3 inh	LYPLA1 inh	LYPLA2 counter	PREPL inhibitor	pPAFAH inh	PME-1 primary	PAFAH1B2 FP inh
51	COC(=O)C1(C)NC(c2ccc(O)cc2)C2C(=O)N(c3ccccc3)C(=O)C21 (stereo unspecified)	-6	0	11	0	0	4	3	-4	-2
52	CC1(C)C2CC[C@]3(C)C(CC=C4[C@@H]5C[C@@](C)(CO)[C@@H]6C[C@@]5(CC[C@]43C)C(=O)O6)[C@@]2(C)CC[C@@H]1O (stereo partly specified)	2	1	x	-3	-1	1	-2	-4	x
53	CCN(Cc1ccccc1)S(=O)(=O)c1ccc(OC)c2ncccc12	2	11	5	1	8	21	2	-4	7
54	C/C(=N\NC(=O)C(O)c1ccccc1)c1ccc(C)s1 (stereo unspecified)	1	14	-2	0	4	-4	-1	-5	2
55	CCOC(=O)CCCCNC(=O)Nc1ccccc1	0	7	10	0	1	-4	0	5	3
56	O=C(CSc1nc(-c2ccco2)cc(C(F)(F)F)n1)Nc1ccc2c(c1)OCO2	3	7	3	-2	-1	0	13	3	-6
57	CSC1=NSC2=NC(=O)/C(=C\c3coc4ccccc4c3=O)C(=N)N12	-10	-31	2	-8	-6	21	4	18	10
58	COc1ccc(NC(=O)COC(=O)CNC(=O)c2cccs2)cc1Cl	3	x	0	-2	-2	6	0	-3	5

# Screen by screen, from the results shown.
# PAD4 inh, nos. 51–58 → -6, 2, 2, 1, 0, 3, -10, 3
# PAFAH1B3 inh, nos. 51–58 → 11, x, 5, -2, 10, 3, 2, 0

# These rows are one share of the data, so the mix of outcomes need not match the whole.
